High-throughput results deposited in PubChem BioAssay by National Center for Advancing Translational Sciences (NCATS).
BRCA1 expr up: BRCA1 expression activation | MCF7-BRCA1-FFLuc reporter, luminescence, 48 h; response scale: scaled: vehicle 0%, 10 µM genistein 100% | Potency, µM (series often up to 46.1 µM), for the others: top-dose activation, actives largely listed as activators | 380,000 compounds, 1.1% hits | AID 624202; note: nearly all actives have a fitted effect of over 80% in size; some results filed as inactive show a strong effect at the top dose
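MCF7-BRCA1-FFLuc cells, 2000/well in phenol-red-free MEM, attached 2 h then treated 48 h at 37 C. Luciferase luminescence read 15 min after reagent; normalized to genistein maximum activation (10microM) and DMSO, concentration-response fitted.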
MBNL1 CUG block: blocks human MBNL1 binding to CUG repeat RNA; 280,000 compounds, 0.036% hits; AID 2675; TR-FRET MBNL1-His/biotin-(CUG)12 binding, 665/545 ratio; Potency, µM (top dose mostly 57.5 µM), for the others: at the top dose activity change, negative = inhibition, most hits filed as inhibitors; Q9NR56; active = well fitted inhibition curve with a large enough effect in the signal ratio, with a control signal flat, not every such curve was filed as active; inconclusive = small, poorly fitted or top-dose-only effect, or effect the other way, or a change in a side signal; inactive = no such curve, though single readings can be large or run the other way; the % refers to the signal ratio; note: % is set by controls: 0 for no effect and ±100 for the full control effect
Target sequence (Q9NR56 whole entry, looked up): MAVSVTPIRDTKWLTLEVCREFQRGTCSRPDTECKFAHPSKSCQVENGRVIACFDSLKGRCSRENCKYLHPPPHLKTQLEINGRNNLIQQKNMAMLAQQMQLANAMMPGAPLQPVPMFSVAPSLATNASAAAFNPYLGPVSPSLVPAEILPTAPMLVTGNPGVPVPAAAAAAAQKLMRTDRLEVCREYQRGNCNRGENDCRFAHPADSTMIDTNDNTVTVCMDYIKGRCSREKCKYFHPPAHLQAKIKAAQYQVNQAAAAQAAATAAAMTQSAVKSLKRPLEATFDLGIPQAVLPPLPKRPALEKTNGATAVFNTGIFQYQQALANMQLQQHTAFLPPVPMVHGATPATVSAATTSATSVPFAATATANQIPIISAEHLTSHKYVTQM
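His-tagged MBNL1 binding to biotinylated (CUG)12 RNA was measured by TR-FRET using terbium anti-His antibody (0.055 ng/ul final) and streptavidin-XL665 (5 nM final). Compounds were titrated 92 nM to 58 uM; 60 min at room temperature.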
NPC1 promoter act: activators of NPC1 promoter; Huh7 NPC1 promoter luciferase reporter, 24 h; Potency, µM (titrated, usually from 9.22 µM), for inactives: top-dose activation, usual class: activators; 320,000 compounds, 2.4% hits; AID 485313;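 note: % of control where 0% means no effect; nearly all actives have a fitted effect of over 60% in size; reporter is driven by a mutant NPC1 promoter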
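In 1536-well qHTS, Huh7 cells harboring an NPC1 promoter–luciferase construct received compound for 24 h; activation was quantified by luminescence following luciferase reagent addition.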
ELG1 genotoxic: induces genotoxicity in HEK293T cells with luciferase-tagged ELG1 | HEK293T ELG1-luciferase reporter, luminescence, 16 h | Potency, µM (doses to about 46 µM), inactives show at the top dose activity change, positive = activation, most hits filed as activators | 330,000 compounds, 1.3% hits | AID 504466; note: % of control where 0% means no effect; nearly all actives have a fitted effect of over 60% in size
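HEK293T cells expressing luciferase-tagged ELG1 were exposed to compound or DMSO vehicle for 16 hr at 37 °C and 5% CO2. Luciferase activity was then measured with ONE-Glo after 30 min at room temperature.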
RORg inh: ROR gamma (mouse) transcription inhibition; Potency, µM (titrated, usually from 53.6 µM), for the others: at the top dose activity change, negative = inhibition, actives largely listed as inhibitors; AID 2551; Drosophila S2 Gal4-RORgamma UAS-luciferase reporter, 20 h; 310,000 compounds, 5.4% hits; note: % is set by controls: 0 for no effect and ±100 for the full control effect; nearly all actives have a fitted effect of over 60% in size
Target sequence (P51450 whole entry, looked up, the tested form may be a part): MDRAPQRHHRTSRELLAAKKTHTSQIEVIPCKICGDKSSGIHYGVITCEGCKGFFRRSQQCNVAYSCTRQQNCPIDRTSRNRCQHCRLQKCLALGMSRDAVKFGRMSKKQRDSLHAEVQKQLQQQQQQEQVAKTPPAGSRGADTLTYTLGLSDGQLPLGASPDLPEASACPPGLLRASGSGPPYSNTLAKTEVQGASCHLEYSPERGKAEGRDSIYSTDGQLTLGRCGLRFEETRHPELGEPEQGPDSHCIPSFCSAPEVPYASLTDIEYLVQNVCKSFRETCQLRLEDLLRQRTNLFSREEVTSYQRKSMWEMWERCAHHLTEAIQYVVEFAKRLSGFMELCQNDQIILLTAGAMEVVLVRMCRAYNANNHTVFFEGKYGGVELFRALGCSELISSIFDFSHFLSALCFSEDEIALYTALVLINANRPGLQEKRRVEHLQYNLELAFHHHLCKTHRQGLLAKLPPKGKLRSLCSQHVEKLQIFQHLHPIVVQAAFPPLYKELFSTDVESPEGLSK
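Using a luciferase readout, inhibitors were identified by reduced reporter activity in Drosophila cells coexpressing a copper-inducible Gal4–ROR gamma fusion and UAS-driven Photinus luciferase, incubated 20 hr after 700 uM copper sulfate.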
p53 reactivator: restores transcriptional activity of mutant p53; 320,000 compounds, 0.063% hits; Potency, µM (doses to about 92.2 µM), inactives show at the highest dose activity change, positive = activation, actives largely listed as activators; H1299 p53-A138V BP100-luciferase reporter, luminescence, 24 h; note: % of control where 0% means no effect; nearly all actives have a fitted effect of over 45% in size
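H1299 (p53-null), stable ts p53-A138V + BP100-Luc; 1000 cells/well, Opti-MEM/10% FBS; cpd 4 pt, 1:5; 24 h, 37 deg C, 5% CO2; detection reagent 10 min RT; luminescence.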
Rab9 prom act: Rab9 promoter activation | Potency, µM (highest dose often 9.22 µM), for inactives: at the top dose activation, negative = inhibition, hits mostly activators | 320,000 compounds, 2.8% hits | Huh7 Rab9 promoter-luciferase reporter, luminescence, 24 h; note: % of control where 0% means no effect; nearly all actives have a fitted effect of over 60% in size
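Luminescence read-out: Huh7 cells stably expressing Rab9-luciferase, treated 24 h with compound at 37 °C, then lysed with luciferase reagent for 10 min at ambient before reading.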
VP16 counter: counter-screen for ROR gamma inhibitors: Gal4-VP16 reporter. Drosophila S2 Gal4-VP16 UAS-luciferase, luminescence, 20 h. Potency, µM (top dose mostly 53.6 µM), inactives show top-dose activity, negative = inhibition, hits mostly inhibitors. 310,000 compounds, 3.5% hits;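 note: Gal4-VP16 expression switched on by copper sulfate through the metallothionein promoter; % is set by controls: 0 for no effect and ±100 for the full control effect; nearly all actives have a fitted effect of over 50% in size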
uPA generation: inhibitors of cell surface uPA generation; cell surface uPA generation assay, qHTS; Potency, µM (doses to about 38.3 µM), for inactives: at the highest dose activity change, negative = inhibition, usual class: inhibitors; 330,000 compounds, 0.31% hits; AID 540303; active = well fitted inhibition curve with a large enough effect; inconclusive = small, poorly fitted or top-dose-only effect; inactive = no such curve, though single readings can be large or run the other way; tested in mouse RAW 264.7 cells; note: % is set by controls: 0 for no effect and ±100 for the full control effect; nearly all actives have a fitted effect of over 55% in size
FLuc counter: firefly luciferase modulation, counter-screen for miR-21 project | purified FLuc, Km substrates, luminescence inhibition | 360,000 compounds, 6.9% hits | Potency, µM (doses to about 57.5 µM), without a hit: at the highest dose activity change, negative = inhibition, hits mostly inhibitors | P08659;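 note: plate controls were vehicle for no effect and reference inhibitor for full effect; nearly all actives have a fitted effect of over 55% in size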
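Purified P. pyralis luciferase (10nM final) with 10uM D-luciferin and 10uM ATP (Km levels) in 50mM Tris acetate pH 7.5, 10mM Mg acetate, 0.01% Tween-20, 0.05% BSA; qHTS 6-point titration, ~60 µM downward; luminescence read.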
An asterisk follows results filed as active. Unless noted, calls come from the whole dose curve; as a rule, active = well fitted curve in the direction sought with a large enough effect; inconclusive = small, poorly fitted or top-dose-only effect, or another doubt; inactive = no such curve, though single readings can be large; an effect the other way counts as inactive or inconclusive. Potency is the fitted concentration of half-maximal effect. The order is random; 13% or so of the library scored in one or more.

For COc1ccc(C(=O)N2CCCC(c3nc(-c4cccs4)no3)C2)cc1OC (stereo not drawn) the results were BRCA1 expr up -5%, MBNL1 CUG block 7%, NPC1 promoter act -5%, ELG1 genotoxic -8%, RORg inh 29%, p53 reactivator -3%, Rab9 prom act -2%, VP16 counter 2% and FLuc counter 6%.
Screening CC(=O)Nc1ccc(OCCC[n+]2cccc(C(=O)[O-])c2)cc1 returned BRCA1 expr up 9%, NPC1 promoter act 1%, ELG1 genotoxic -1%, RORg inh -6%, p53 reactivator -3%, Rab9 prom act 1%, VP16 counter -2%, uPA generation 3% and FLuc counter -1%.
COc1ccc(N2CCN(C(=O)c3ccc(S(=O)(=O)NCc4ccco4)cc3)CC2)cc1 was read as BRCA1 expr up 1%, NPC1 promoter act -5%, ELG1 genotoxic -2%, p53 reactivator -2%, Rab9 prom act 0%, uPA generation -8% and FLuc counter 5%.
Screening Cc1cccc(OCC(=O)Nc2ccccc2F)c1 returned BRCA1 expr up 2%, MBNL1 CUG block -1%, NPC1 promoter act 21%, ELG1 genotoxic inconclusive, RORg inh 0%, p53 reactivator 11%, Rab9 prom act inconclusive, VP16 counter -23%, uPA generation -2% and FLuc counter 21µM*.
OCCC1CN(Cc2cnn(-c3ccc(F)cc3)c2)CCN1Cc1ccsc1 (stereo not drawn) was read as BRCA1 expr up -37%, MBNL1 CUG block -4%, NPC1 promoter act 0%, ELG1 genotoxic -5%, RORg inh -1%, p53 reactivator 0%, Rab9 prom act 7%, VP16 counter -1%, uPA generation 2% and FLuc counter 5%.
For O=C(CCc1ccccn1)NC1CCCc2c1cnn2-c1ccc(F)cc1F (stereo not drawn) the results were BRCA1 expr up -5%, MBNL1 CUG block -6%, NPC1 promoter act -7%, ELG1 genotoxic -6%, RORg inh inconclusive, p53 reactivator -1%, Rab9 prom act -8%, VP16 counter -12%, uPA generation 5% and FLuc counter -7%.
`CCC1CCCCN1CC(O)Cn1c2ccccc2n2c(=O)cc(C)c(C#N)c12` (stereo not drawn) gave BRCA1 expr up -20%, MBNL1 CUG block 0%, NPC1 promoter act -1%, ELG1 genotoxic 12%, RORg inh -6%, p53 reactivator -8%, Rab9 prom act -5%, VP16 counter -15%, uPA generation -6% and FLuc counter 2%.
`CC(Sc1nnc(Cc2cccs2)n1C)C(=O)Nc1ccc(C(N)=O)cc1` (stereo not drawn) gave BRCA1 expr up 5%, NPC1 promoter act -8%, ELG1 genotoxic 3%, p53 reactivator 0%, Rab9 prom act 1%, uPA generation 1% and FLuc counter -1%.
`CC(=O)Nc1nc(SCC(=O)NCC2CCCO2)[nH]c(=O)c1NC(=O)c1cccs1` (stereo not drawn) gave BRCA1 expr up -2%, MBNL1 CUG block 0%, NPC1 promoter act -3%, ELG1 genotoxic 1%, RORg inh 1%, p53 reactivator -3%, Rab9 prom act 15%, VP16 counter -7%, uPA generation 0% and FLuc counter 2%.
CCN1CCN(C(=O)C2c3cc(OC)c(OC)cc3C(=O)N(C)C2c2ccc(SC)cc2)CC1 (stereo not drawn) was read as BRCA1 expr up 0%, MBNL1 CUG block -2%, NPC1 promoter act -4%, ELG1 genotoxic -7%, RORg inh -13%, p53 reactivator -4%, Rab9 prom act 9%, VP16 counter 7%, uPA generation 0% and FLuc counter 2%.
`COC(=O)c1cc(C(=O)N2CCOCC2)cc([N+](=O)[O-])c1` gave BRCA1 expr up 0%, MBNL1 CUG block inconclusive, NPC1 promoter act -2%, ELG1 genotoxic 0%, RORg inh -4%, p53 reactivator inconclusive, Rab9 prom act 0%, VP16 counter -18%, uPA generation -4% and FLuc counter 3%.
`Cc1ccc(-c2cc(-c3ccc(Cl)cc3)c(C#N)c(N)n2)o1` gave BRCA1 expr up -19%, MBNL1 CUG block inconclusive, NPC1 promoter act 0%, ELG1 genotoxic 0%, RORg inh -40%, p53 reactivator 8%, Rab9 prom act -3%, VP16 counter inconclusive, uPA generation 0% and FLuc counter inconclusive.
Screening CC(=O)c1c(C)[nH]c(C(=O)Nc2ccc(Cl)c(S(=O)(=O)N(C)C)c2)c1C returned BRCA1 expr up 88%, MBNL1 CUG block -2%, NPC1 promoter act 3.5µM*, ELG1 genotoxic 18µM*, RORg inh 22%, p53 reactivator -1%, Rab9 prom act 3.2µM*, VP16 counter 1%, uPA generation -17% and FLuc counter 17µM*.
C/C(Cn1nnc([N+](=O)[O-])n1)=N\NC(=O)c1ccc(C)cc1 was read as BRCA1 expr up -42%, MBNL1 CUG block inconclusive, NPC1 promoter act -2%, ELG1 genotoxic -12%, RORg inh inconclusive, p53 reactivator inconclusive, Rab9 prom act -6%, VP16 counter inconclusive, uPA generation -11% and FLuc counter -1%.
For CN(CCc1ccccn1)C(=S)Nc1ccc(Cl)cc1Cl the results were BRCA1 expr up 0%, MBNL1 CUG block -2%, NPC1 promoter act 2%, ELG1 genotoxic 4%, RORg inh inconclusive, p53 reactivator 6%, Rab9 prom act inconclusive, VP16 counter inconclusive, uPA generation -2% and FLuc counter -2%.
O=C(CN1CCC(NC(=O)c2ccc(F)cc2)CC1)NCc1ccccc1F was read as BRCA1 expr up 0%, MBNL1 CUG block -8%, NPC1 promoter act -1%, ELG1 genotoxic 1%, RORg inh 4%, p53 reactivator -5%, Rab9 prom act -7%, VP16 counter -3%, uPA generation 2% and FLuc counter 0%.
For COc1ccc(Cl)cc1NC(=O)CCn1cnc2ccccc2c1=O the results were BRCA1 expr up 14%, MBNL1 CUG block -10%, NPC1 promoter act 3%, ELG1 genotoxic -3%, RORg inh -32%, p53 reactivator -11%, Rab9 prom act 4%, VP16 counter -8%, uPA generation 3% and FLuc counter 1%.
For Cc1cc(C)n(C(=O)COc2ccccc2C)n1 the results were BRCA1 expr up -8%, MBNL1 CUG block -7%, NPC1 promoter act 1%, ELG1 genotoxic -3%, RORg inh 6%, p53 reactivator 1%, Rab9 prom act -1%, VP16 counter 10%, uPA generation 9% and FLuc counter 0%.
For Cc1c(N(C)CS(=O)(=O)O)c(=O)n(-c2ccccc2)n1C the results were BRCA1 expr up 0%, NPC1 promoter act 0%, ELG1 genotoxic 1%, RORg inh 43%, p53 reactivator 11%, Rab9 prom act 2%, VP16 counter 4%, uPA generation 13% and FLuc counter -5%.
Screening CC(C)C[C@H](NC(=O)Nc1ccc2c(c1)OCCO2)C(=O)O returned BRCA1 expr up -3%, MBNL1 CUG block 2%, NPC1 promoter act -4%, ELG1 genotoxic -21%, RORg inh 28%, p53 reactivator 7%, Rab9 prom act -2%, VP16 counter -11%, uPA generation 12% and FLuc counter -1%.

2 compounds drawn at random from the list so far, as already listed:
Screening CC(C)C[C@H](NC(=O)Nc1ccc2c(c1)OCCO2)C(=O)O returned BRCA1 expr up -3%, MBNL1 CUG block 2%, NPC1 promoter act -4%, ELG1 genotoxic -21%, RORg inh 28%, p53 reactivator 7%, Rab9 prom act -2%, VP16 counter -11%, uPA generation 12% and FLuc counter -1%.
COc1ccc(N2CCN(C(=O)c3ccc(S(=O)(=O)NCc4ccco4)cc3)CC2)cc1 was read as BRCA1 expr up 1%, NPC1 promoter act -5%, ELG1 genotoxic -2%, p53 reactivator -2%, Rab9 prom act 0%, uPA generation -8% and FLuc counter 5%.

Other compounds follow:
`CC(C)(C)NC(=O)CN(Cc1ccc(F)cc1)C(=O)Cn1nnc(-c2ccc(F)cc2)n1` gave BRCA1 expr up -23%, MBNL1 CUG block -4%, NPC1 promoter act -6%, ELG1 genotoxic -7%, RORg inh 22%, p53 reactivator 2%, Rab9 prom act -18%, VP16 counter -6%, uPA generation 8% and FLuc counter 1%.
Screening COC(=O)CN(c1ccc(C)cc1)S(=O)(=O)c1c(C)[nH]c(=O)[nH]c1=O returned BRCA1 expr up 2%, MBNL1 CUG block 3%, NPC1 promoter act 0%, ELG1 genotoxic -2%, RORg inh -10%, p53 reactivator -7%, Rab9 prom act 5%, VP16 counter -6%, uPA generation 8% and FLuc counter 3%.
Screening COC(=O)c1ccccc1C(=O)N1CCCC(CNC(=O)c2ccc(F)cc2)C1 (stereo not drawn) returned BRCA1 expr up 5%, MBNL1 CUG block -8%, NPC1 promoter act -5%, ELG1 genotoxic 0%, RORg inh 27%, p53 reactivator 1%, Rab9 prom act 1%, VP16 counter 23%, uPA generation -1% and FLuc counter 1%.
`CSc1n[nH]c(/N=C/c2oc(O)c3ccccc23)n1` gave BRCA1 expr up -24%, MBNL1 CUG block 4%, NPC1 promoter act -2%, ELG1 genotoxic -1%, RORg inh -4%, p53 reactivator -1%, Rab9 prom act 5%, VP16 counter -12%, uPA generation 3% and FLuc counter 0%.
For Cc1ccc(Cn2c(=O)c3c(ncn3C)n(C)c2=O)cc1 the results were BRCA1 expr up -5%, MBNL1 CUG block -1%, NPC1 promoter act 1%, ELG1 genotoxic 5%, RORg inh -1%, p53 reactivator -14%, Rab9 prom act -2%, VP16 counter 0%, uPA generation -6% and FLuc counter -1%.
